SDO1 yeast rescue: restores growth of sdo1-depleted yeast; S. cerevisiae sdo1-depleted JHY4D growth rescue, OD600 30 h; stronger effect = higher value; pdr5 snq2 efflux-pump mutant strain; z-score at 10 µM; 140,000 tested, 0.21% active; AID 817;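 active = z-score above 3 at both the 24 hr and the 30 hr optical density reads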;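 also: z-score against mean and SD of all compound wells on the same plate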
INS promoter inh: TRM-6 insulin promoter activity inhibition | TRM-6 cells (human fetal islet line), insulin promoter-eGFP reporter, imaging; reporter expression induced with tamoxifen | inhibition, % at 2 µM | 130,000 tested, 0.9% active | AID 1273;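 active = inhibition above the mean plus 3 SD, with well images judged a real hit on visual review, cut at about 60% in these data, passing the limit was not always enough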
SDO1 yeast rescue Rescue 24 h: second read-out of SDO1 yeast rescue, no call of its own (marks repeat the call); z-score; S. cerevisiae sdo1-depleted JHY4D growth rescue, OD600; measured here: growth rescue at 24 h;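 0 is the plate mean of compound wells and units are plate SD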
* = called active by the depositor; · = not tested or not shown.

1: O=C(/C=C/c1ccc(Cl)cc1)NC(=S)NN1CCCCC1c1cccnc1 (configuration not stated)
2: Cc1ccccc1C(=O)N1CCN(c2ncnc3c2cnn3-c2ccccc2)CC1
3: COc1ccc(CCN2C(=O)CN(Cc3ccccc3)CC2=O)cc1OC
4: COCCn1nnnc1C(CC(C)C)N1CCN(C(=O)c2ccco2)CC1 (configuration not stated)
5: O=C(CCn1c(=O)sc2ccccc21)Nc1nccs1
6: CCC(=O)N(Cc1cc2ccccc2[nH]c1=O)c1ccc(OC)cc1
7: Cc1nn(CCCC(=O)Nc2ccccn2)c(C)c1[N+](=O)[O-]
8: CC(C)c1cc(NC(=O)CSc2nnc(-c3ccccc3F)n2C)on1
assay / compound	1	2	3	4	5	6	7	8
SDO1 yeast rescue	-1.8	0.72	-0.47	1.1	0.39	·	·	1.1
SDO1 yeast rescue Rescue 24 h	-1.1	0.96	1.5	0.73	0	·	·	0.65
INS promoter inh	-47	26	-11	·	0	-6	-18	6

9: Cc1nc2ccc(S(=O)(=O)NC(C(=O)NC3CCCC3)C(C)C)cc2s1 (configuration not stated)
10: C[C@H](NS(=O)(=O)c1ccc(Cl)c(Cl)c1)C(=O)OCc1cc(=O)n2cc(Br)ccc2n1
11: CC(Sc1ccsc1[N+](=O)[O-])C(=O)NCc1ccccc1 (configuration not stated)
12: O=C(NCCCO)c1ccc2[nH]c3c(c2c1)CCCC3
13: Cc1ccc(N2CC(C(=O)Nc3ccncc3)CC2=O)cc1 (configuration not stated)
14: CC(=O)Nc1c([N+](=O)[O-])cc2[nH]c(=O)[nH]c2c1[N+](=O)[O-]
15: CC(C)Oc1ccc(C(=O)CCN2CCCCC2)cc1
16: Cc1ccccc1P(=O)(CO)c1ccccc1C
assay / compound	9	10	11	12	13	14	15	16
SDO1 yeast rescue	0.54	0.87	·	-0.04	0.03	·	-0.9	-0.15
SDO1 yeast rescue Rescue 24 h	0.31	0.98	·	0.12	1.4	·	-0.95	-0.65
INS promoter inh	·	-27	40	22	-19	-131	53	·

17: Cc1ccc(-c2nn(C)c(=O)c3ccccc23)cc1CNS(C)(=O)=O
18: CC(C)(C)c1nc(NCC2CCCO2)c2nnn(Cc3ccccc3)c2n1 (configuration not stated)
19: CC(=O)c1cccc(Nc2nc(-c3cccc([N+](=O)[O-])c3)cs2)c1
20: Cc1cc(C)n(Cc2ccc(C(=O)Nc3cccc(Br)c3)o2)n1
21: COC1(c2cc(-c3ccccc3)nc(N)n2)CCCCC1
22: O=c1ccc2c(o1)/C(=C/C=C(Cl)Cl)CCC2
23: Cc1nn(C)c(C)c1C1C(C#N)=C(N)OC2=C1C(=O)CC(C)(C)C2 (configuration not stated)
24: CCCCC1CC(C)(C(=O)CSc2nc3ccccc3s2)OC1=O (configuration not stated)
assay / compound	17	18	19	20	21	22	23	24
SDO1 yeast rescue	0.72	0.15	-1.9	-1.2	-1.1	0.6	1.3	-0.6
SDO1 yeast rescue Rescue 24 h	-0.38	0.79	-0.8	-0.68	-1	1.1	1.5	-1.1
INS promoter inh	17	9	-25	8	14	-18	-14	21

25: C=CCc1cccc2cc(C(=O)N3CCN(C(=O)OCC)CC3)c(=O)oc12
26: c1ccc(CNC2=NCCCC2)cc1
27: O=C(NCC1CCCO1)c1sc(=S)n2c1[nH]c(=O)c1ccc(C(=O)N3CCCCC3)cc12 (configuration not stated)
28: Cc1cc(=O)oc2cc(OCc3nnc(-c4ccccc4Br)o3)ccc12
29: O=C(NC(=S)Nc1cccc(Cl)c1N1CCOCC1)c1cccs1
30: COc1ccccc1Nc1nc2nonc2nc1N1CCCCC1C (configuration not stated)
31: CCN(Cc1ccccc1)c1ccc(/C=N/NC(=O)c2cccc(S(=O)(=O)N3CCOCC3)c2)cc1
32: Cc1nc2cc3ccccc3cc2c(=O)[nH]1
assay / compound	25	26	27	28	29	30	31	32
SDO1 yeast rescue	2	1.8	0.63	-1.8	·	-1.3	1.3	0.55
SDO1 yeast rescue Rescue 24 h	1.7	1.9	0.28	-1.1	·	-0.56	2.1	-0.68
INS promoter inh	-29	·	29	·	0	8	0	5

33: COc1ccc(-c2noc(CSc3nc4sc(C)c(C)c4c(=O)n3-c3ccccc3)n2)cc1OC
34: COc1cccc(CSc2nnc(C(F)(F)F)n2Cc2ccc(F)cc2)c1
35: Clc1ccc2ncc(-c3nnnn3-c3ccccc3)c(-c3ccccc3)c2c1
36: COC(=O)c1scc(C)c1NC(=O)Cc1ccccc1
37: CC(=O)COC(=O)c1cccc(N2C(=O)C3C4C=CC(C4)C3C2=O)c1 (configuration not stated)
38: O=C(Nc1ccccc1C(F)(F)F)NC1CCCCCCC1
39: CCN(CC)C(=O)c1cc2sc3ccccc3c2s1
40: CCCNC(=O)CN(C1CCCCC1)S(C)(=O)=O
assay / compound	33	34	35	36	37	38	39	40
SDO1 yeast rescue	-0.55	-0.5	-1.5	-0.2	-0.01	-0.51	-1.2	0.88
SDO1 yeast rescue Rescue 24 h	0.16	0.77	-0.69	-0.59	-0.7	-0.37	-1.3	0.47
INS promoter inh	·	-88	·	-7	·	-57	57	-21

Compounds above that contain an NH in an aromatic ring (five):
6: CCC(=O)N(Cc1cc2ccccc2[nH]c1=O)c1ccc(OC)cc1
12: O=C(NCCCO)c1ccc2[nH]c3c(c2c1)CCCC3
14: CC(=O)Nc1c([N+](=O)[O-])cc2[nH]c(=O)[nH]c2c1[N+](=O)[O-]
27: O=C(NCC1CCCO1)c1sc(=S)n2c1[nH]c(=O)c1ccc(C(=O)N3CCCCC3)cc12 (configuration not stated)
32: Cc1nc2cc3ccccc3cc2c(=O)[nH]1
assay / compound	6	12	14	27	32
SDO1 yeast rescue	·	-0.04	·	0.63	0.55
SDO1 yeast rescue Rescue 24 h	·	0.12	·	0.28	-0.68
INS promoter inh	-6	22	-131	29	5

(list continues)
41: Cc1ccc(NC(=O)C2C3C=CC4(CN(Cc5cccnc5)C(=O)C24)O3)cc1F (configuration not stated)
42: CCCc1cc2c(cc1NC(=O)c1ccccc1Cl)OCO2
43: CCOC(=O)/C(N=Nc1sc(C(=O)OCC)c(C)c1C(=O)OCC)=C(\C)O
44: CCc1nc(N[C@@H](CC(C)C)C(=O)O)c2oc3ccccc3c2n1
45: CC(C)(C)OC(=O)NC(CCNC=C1C(=O)OC(C)(C)OC1=O)C(=O)O (configuration not stated)
46: Cc1nn(Cc2ccc(Cl)c(Cl)c2)c(C)c1NC(=O)c1cc(-c2ccco2)on1
47: COc1ccc(NC(=S)N2CCCN(Cc3cccc(Cl)c3)C2)cc1
48: Cc1cc(C)c(NC(=S)N(CCc2ccncc2)C(C)C)c(C)c1
assay / compound	41	42	43	44	45	46	47	48
SDO1 yeast rescue	1.4	-0.6	0.05	1.7	0.36	-2.6	·	·
SDO1 yeast rescue Rescue 24 h	1.1	-1.1	-0.09	0.5	0.41	-1.6	·	·
INS promoter inh	·	·	·	45	-21	·	14	-7

49: CCOC(=O)C/C(C)=N/NC(=O)C1CC1(c1ccccc1)c1ccccc1 (configuration not stated)
50: CSc1nc(-c2ccco2)nn1S(=O)(=O)c1ccccc1
51: CCONC(=O)Nc1ccccc1[N+](=O)[O-]
52: CNC(=O)Nc1cc(C(C)(C)C)no1
53: c1csc(-c2csc(-c3cccs3)n2)c1
54: CCN(C(=O)c1ccc(Br)cc1)c1ccccc1
55: CC(C)OC(=O)Cn1nnc(-c2ccccc2)n1
56: CC/C(O)=C1\C(=O)CC(c2ccccc2)CC1=NC(C)C (configuration not stated)
assay / compound	49	50	51	52	53	54	55	56
SDO1 yeast rescue	-0.32	-0.01	0.5	0.03	-0.37	·	0.34	-1
SDO1 yeast rescue Rescue 24 h	-0.79	-0.32	0.46	-0.06	-0.41	·	0.17	-0.5
INS promoter inh	16	-4	·	-100	·	0	0	24

57: COc1ccc(C(=O)/C=C/c2ccc(OC)c(O)c2)c(F)c1
58: CCC(C)NC(=O)Cn1cnc2sc(C)cc2c1=O (configuration not stated)
59: CC(OC(=O)c1nc(-c2ccccc2)n(-c2ccccc2)n1)C(=O)Nc1cc(Cl)cc(Cl)c1 (configuration not stated)
60: Clc1ccc(COc2ccccc2-c2ccnc3ncnn23)cc1
61: O=C(c1cccs1)N1N=C(c2ccccc2)CC1c1ccc(O)cc1 (configuration not stated)
62: COc1cc(OC)c(C2C(C#N)=C(N)Oc3cc(C)n(CCCN4CCOCC4)c(=O)c32)cc1OC (configuration not stated)
63: O=C(CN1C(=O)CSC1=O)Nc1ccccc1N1CCOCC1
64: Cc1ccc(N=CC=C2OC(C)(C)C(C)(C)O2)cc1
assay / compound	57	58	59	60	61	62	63	64
SDO1 yeast rescue	-0.18	0.21	-0.52	·	-1.7	0.81	1.6	0.6
SDO1 yeast rescue Rescue 24 h	-0.55	-0.18	-0.43	·	-0.84	0.5	0.72	0.64
INS promoter inh	·	·	·	-9	38	52	36	21

65: O=C(O)c1ccccc1S(=O)CCO (configuration not stated)
66: COc1cccc(-n2c(CNc3ccc(F)cc3)nnc2SCC(N)=O)c1
67: Cc1ccc(NC(=O)c2ccc3nc[nH]c3c2)c(O)c1
68: CCOC(=O)Nc1ccc(S(=O)(=O)NCc2ccccc2)cc1
69: CCOc1ccc(C2C(C(=O)Nc3ccc(F)cc3)=C(C)Nc3nc(CCCO)nn32)cc1 (configuration not stated)
70: Cc1c(NS(=O)(=O)c2cccc3nsnc23)c(=O)n(-c2ccccc2)n1C
71: Cc1csc(NC(=O)CSc2nnc3c4ccccc4nc(C(C)(C)C)n23)n1
72: CCOC(=O)c1c(NC(=O)CCN2C(=O)c3ccccc3C2=O)sc(C(=O)OC(C)C)c1C
assay / compound	65	66	67	68	69	70	71	72
SDO1 yeast rescue	1.1	0.61	·	0.19	-0.59	0.48	0.09	-0.18
SDO1 yeast rescue Rescue 24 h	0.84	0.49	·	-0.32	-1.1	-0.04	1.2	0.53
INS promoter inh	17	32	0	·	·	·	-23	-97

73: CC1CC(C)CN(CCCn2c(=S)[nH]c3ccccc3c2=O)C1 (configuration not stated)
74: CC1Cc2ccccc2N1Cc1nc2cc(Cl)ccc2c(=O)[nH]1 (configuration not stated)
75: CC(=O)Nc1cc([N+](=O)[O-])ccc1N1CCOCC1
76: COc1ccc(Sc2nc3ccccc3n3c(C(F)(F)F)nnc23)cc1
77: COc1cc(C(=S)N2CCCC2)cc(OC)c1O
78: O=C(Nc1nc(-c2ccncc2)cs1)c1ccc(S(=O)(=O)N2CCOCC2)cc1
79: O=C(NC1CCCCCCC1)c1ccco1
80: COCCn1c(=NC(=O)CSC(C)=O)sc2cc(OC)ccc21
assay / compound	73	74	75	76	77	78	79	80
SDO1 yeast rescue	0.16	-0.15	·	0.97	0.52	0.27	0.47	0.03
SDO1 yeast rescue Rescue 24 h	0.53	0.15	·	2.7	0.28	-0.7	0.3	-0.06
INS promoter inh	16	13	29	21	39	·	-3	0

81: CCOC(=O)C1=C(C)Nc2nnnn2C1c1ccccc1Cl (configuration not stated)
82: CCn1nc(C)c(C(=O)Nc2cc(Oc3ccc(Cl)cc3)cc([N+](=O)[O-])c2)c1C
83: NC(=O)C1CCCN(S(=O)(=O)c2ccccc2)C1 (configuration not stated)
84: CCCSc1nnc(NC(=O)Nc2ccccc2)s1
85: COc1cccc(-c2cc(=O)c3cc(NC(=O)c4ccc(N(C)C)cc4)ccc3[nH]2)c1
86: COc1ccc(CN(C)c2nc(-c3cccnc3)nc3ccccc23)cc1OC
87: CC(C)CC(=O)N1CCC(O)(CS(=O)(=O)Cc2ccc(Cl)cc2)CC1
88: CCN(Cc1ccccc1)S(=O)(=O)c1cc(C(=O)NC2CCCCCC2)ccc1OC
assay / compound	81	82	83	84	85	86	87	88
SDO1 yeast rescue	-0.35	-1.9	0.54	-0.58	0.3	·	1.3	-1.1
SDO1 yeast rescue Rescue 24 h	-0.03	-1.4	-0.01	-0.89	0.4	·	1.9	-1.1
INS promoter inh	60	-18	29	·	-150	-7	-10	15

89: COC(=O)C1=C(N)Oc2cc(C)n(Cc3cccnc3)c(=O)c2C1c1ccc(OC)c(OC)c1OC (configuration not stated)
90: CC(=O)c1cccc(NC(=O)N2CCCC2C(=O)NCc2ccccc2)c1 (configuration not stated)
91: CCn1cc(C(=O)Nc2ccc(OC)c(OC)c2)c2cc(OC)c(OC)cc2c1=O
92: Cc1nn(CC(O)COc2ccc3c(c2)CCC3)c(C)c1C (configuration not stated)
93: COC(=O)c1ccc(C(=O)OC)c(NC(=O)c2cc3ccccc3o2)c1
94: COc1cccc(Oc2cncnc2-c2ccc(OC)cc2O)c1
95: Cc1ccccc1N1C(=O)CC2(CCCC2)CC1=O
96: OCCCNc1ncnc2sc(-c3ccccc3)cc12
assay / compound	89	90	91	92	93	94	95	96
SDO1 yeast rescue	0.38	2	0.45	0.3	·	-2.3	·	·
SDO1 yeast rescue Rescue 24 h	-0.28	2.7	-0.24	1.4	·	-1.4	·	·
INS promoter inh	9	·	50	-20	26	17	-115	22

97: COC(=O)c1ccccc1OCC(=O)NC1CCCCC1
98: CCC(CC)C(=O)Nc1cccc(C(=O)N2CCCCCC2)c1
99: Cc1csc(N(C(=O)c2cccc(S(=O)(=O)N(C)C)c2)c2ccccc2)n1
100: CCCCCCC(=O)Nc1nc(C)c(-c2csc(Nc3cccc(OC)c3)n2)s1
101: COc1cnc(-c2ccccc2)nc1Oc1ccc(C(C)(C)C)cc1
assay / compound	97	98	99	100	101
SDO1 yeast rescue	-0.69	-0.34	-0.69	-1.4	-0.66
SDO1 yeast rescue Rescue 24 h	-0.41	-0.14	1.9	-0.59	-0.94
INS promoter inh	-25	-62	7	9	-27
